PERK inh – blocks human PERK kinase; actives 0.17% (n = 220,000); inhibition, % at 5.6 µM; Q9NZJ5; CHO PERK-DD fusion, SEAP luminescence translation reporter;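 active = inhibition above the mean inhibition of all tested compounds plus 3 SD, set separately per screening campaign, cut at about 2.9% in these data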;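 note: PERK kinase domain activated by AP20187 dimerizer at 100 nM; 0% = DMSO with dimerizer and 100% = rapamycin at 8.4 µM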
Target sequence (Q9NZJ5 whole entry, looked up, the tested form may be a part): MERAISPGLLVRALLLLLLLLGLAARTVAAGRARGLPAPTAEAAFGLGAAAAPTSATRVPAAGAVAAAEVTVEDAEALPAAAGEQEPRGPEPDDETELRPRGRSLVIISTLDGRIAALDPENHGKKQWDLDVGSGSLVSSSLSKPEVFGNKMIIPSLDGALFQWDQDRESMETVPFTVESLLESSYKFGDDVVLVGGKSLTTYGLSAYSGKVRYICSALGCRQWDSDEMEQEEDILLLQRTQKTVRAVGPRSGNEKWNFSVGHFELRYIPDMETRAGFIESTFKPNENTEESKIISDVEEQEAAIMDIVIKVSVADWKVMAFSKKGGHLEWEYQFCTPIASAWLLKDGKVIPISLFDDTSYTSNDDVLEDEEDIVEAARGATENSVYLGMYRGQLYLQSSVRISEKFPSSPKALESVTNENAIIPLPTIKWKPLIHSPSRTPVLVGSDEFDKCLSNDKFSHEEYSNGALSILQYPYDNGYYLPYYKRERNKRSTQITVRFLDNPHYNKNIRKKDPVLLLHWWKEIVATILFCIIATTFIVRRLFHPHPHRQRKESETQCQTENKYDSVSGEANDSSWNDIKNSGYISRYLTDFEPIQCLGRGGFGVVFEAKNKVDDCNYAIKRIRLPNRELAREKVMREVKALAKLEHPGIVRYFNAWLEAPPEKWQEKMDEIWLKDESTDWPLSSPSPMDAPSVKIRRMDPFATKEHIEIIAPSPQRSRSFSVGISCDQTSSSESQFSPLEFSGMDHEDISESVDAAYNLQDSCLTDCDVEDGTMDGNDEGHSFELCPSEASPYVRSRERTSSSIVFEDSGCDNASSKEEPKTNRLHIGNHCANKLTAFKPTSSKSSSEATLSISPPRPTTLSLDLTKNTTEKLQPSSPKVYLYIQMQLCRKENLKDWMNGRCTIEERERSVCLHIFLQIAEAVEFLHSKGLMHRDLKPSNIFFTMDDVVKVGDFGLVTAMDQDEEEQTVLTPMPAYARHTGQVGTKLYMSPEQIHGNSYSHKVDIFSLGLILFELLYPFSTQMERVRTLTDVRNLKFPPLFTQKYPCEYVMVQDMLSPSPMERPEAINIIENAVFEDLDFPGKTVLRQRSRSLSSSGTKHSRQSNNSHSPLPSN
FXIa inh 1536 – blocks human coagulation factor XIa protease activity. P03951. purified FXIa, Boc-Glu-Ala-Arg-AMC fluorogenic substrate. inhibition, % at 5 µM. actives 0.14% (n = 220,000);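 active = inhibition of at least 40%; inactive = inhibition below 40%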;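 note: fluorescence of freed AMC excited at 355 nm; 0% = enzyme without compound and 100% = no enzyme blank; many of its hits are not listed in these tables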
FXIIa inh – blocks human coagulation factor XIIa protease activity; purified FXIIa, Boc-QGR-AMC fluorogenic substrate, 2 h; inhibition, % at 5 µM; actives 0.3% (n = 220,000); AID 800; in the data active = inhibition above about 40%;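 note: 0% = enzyme with no compound and 100% = blank without enzyme; many of its hits are not listed in these tables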
hK5 inh – blocks human kallikrein 5 protease activity | Q9Y337 | recombinant hK5, fluorogenic AMC substrate cleavage | inhibition, % at 5 µM | actives 0.59% (n = 210,000);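 active = inhibition of 40% or more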;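 note: 0% = enzyme controls without compound and 100% = no-enzyme blanks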
m-calpain inh – blocks pig calpain II enzyme activity; inhibition, % at 16 µM; purified calpain II, fluorogenic peptide substrate, 30 min; AID 1236; actives 0.37% (n = 220,000);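 active = inhibition above about 50%, limit read from the data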
Cl transport mod – modulates chloride dependent transport by human KCC2. Q9H2X9. KCC2 cells, thallium flux FluoZin-2 fluorescence. B-score of Tl+ flux slope (higher = more flux/activation; lower = inhibition) at 10 µM. actives 2.2% (n = 190,000);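 active = thallium flux slope and its plate-corrected score both differing from the plate sample mean at a set confidence after two filtering rounds, in either direction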;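 note: slope of fluorescence scaled to starting intensity during 10 to 20 s after thallium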
Furin inhibitor – blocks human furin protease activity; P09958; purified furin, fluorogenic substrate cleavage; inhibition, % at 30 µM; actives 0.061% (n = 220,000); AID 463115; in the data active = inhibition above about 25%; note: inactives centre near -15
thrombin 1536 – inhibitors of human thrombin | P00734 | alpha-thrombin, Boc-VPR-AMC fluorogenic substrate cleavage | inhibition, % at 5 µM | actives 0.26% (n = 220,000) | AID 1046;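 active = inhibition at or above 40%; inactive = inhibition below 40%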;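 note: 0% = enzyme with no compound and 100% = wells without enzyme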
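System: Human alpha-thrombin protein | Medium: pH 7.5 Tris (50 mM) with NaCl 150 mM, Tween 20 0.05% | Times: Enzyme reaction carried out at room temperature | Detection: AMC fluorescence, 355/460 nm | Evaluation: Percent inhibition scaled between no-compound controls and no-enzyme blanks | Benchmarks: Enzyme without compound as high, wells lacking enzyme as low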
Rad51 HR inh – blocks human Rad51 in homologous recombination; Q06609; hRad51 DNA strand exchange, fluorescence dequenching; inhibition, % at 10 µM; actives 0.085% (n = 200,000); AID 1385;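 active = inhibition above 40% at the single screening dose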;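 note: 0% = DMSO control wells and 100% = blanks with heterologous ssDNA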
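Material: hRad51 filaments on single-stranded DNA; Reagent: Donor/quencher-labelled 47-bp dsDNA substrate; Compound: 10 µM final, single point; Schedule: 37 °C 15-min filament assembly, 30-min compound preincubation, 15-min exchange; Technique: FRET fluorescence, excitation 485 nm, emission 520 nm; Benchmarks: control wells and blank wells on each plate.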
* = called active by the depositor; x = no result given; [ ] = another dose, or the depositor's remark. Not all compounds are listed (hit frequency here may not be typical).

SMILES	PERK inh	FXIa inh 1536	FXIIa inh	hK5 inh	m-calpain inh	Cl transport mod	Furin inhibitor	thrombin 1536	Rad51 HR inh
CCCCN(C)CCC(=O)Nc1ccc(C)cc1	0.3	6	7	-7	23	0.85	-6	-9	2
CC(C(=O)Nc1ccc2nccnc2c1)N1C(=O)C2C3C=CC(C3)C2C1=O (stereo unspecified)	0.3	-1	5	-40	-220	0.036	-13	-7	-11
CCN1CCN(C(c2cccs2)C(C)NS(=O)(=O)c2ccc(C)cc2)CC1 (stereo unspecified)	-1.0	28	24	30	26	0.58	-14	1	-16
Cc1cccc(NCc2nc3ccccc3n2C)c1	-0.5	15	-1	-7	-4	-2.6	-15[20 µM]	-3	5
Cc1c(C#N)c(SCC(N)=O)nc2c1CCCC2	0.3	3	8	-2	4	-0.026	-21	0	-9
Cc1nc2ccc(NC(=O)Cc3ccc(Br)cc3)cc2s1	1.1	-2	9	-4	-21	1.2	-29	-3	-6
COC(=O)c1sccc1NC(=S)N1CCN(c2ccccc2)CC1	0.8	-5	-2	-21	11	0.0013	-16	-12	4
Cc1cc2cc(CNC(=O)c3ccco3)ccc2n1C	x	2	9	0	-51	0.52	-19	-5	-4
O=C1Nc2ccc([N+](=O)[O-])cc2C1(O)N1CCCCCC1 (stereo unspecified)	0.7	-5	8	10	29	-0.092	9[20 µM]	-1	-3
COc1ccc(NS(=O)(=O)c2cc(NC(=O)CC(=O)c3ccc([N+](=O)[O-])cc3)ccc2C)cc1	0.1	-2	0	-13	-3	1.9	-21	1	2
O=C(CSc1nc2ccccc2c(=O)n1NC(=O)Cc1ccccc1)NCCc1ccccc1	-0.9	3	0	-19	-8	0.86	-16	4	11
Cc1nc(-c2ccc(S(=O)(=O)Nc3ccc(Br)cc3Cl)s2)cs1	0.5	0	5	0	63*	2.7	2	-7	x
CS(=O)(=O)Nc1ccc(C2=NN(C(=O)c3ccco3)C(c3cccc(F)c3)C2)cc1 (stereo unspecified)	0.2	1	10	-3	2	-0.4	-7	5	33
O=c1cc(C23CC4CC(CC(C4)C2)C3)[nH][nH]1	0.2	2	10	-29	-4	2.4	-6[20 µM]	-12	2
O=Cc1cn(CC(=O)N2CCOCC2)c2ccccc12	0.7	-11	2	-1	18	0.11	-8[20 µM]	-8	-4
CCN(CC)S(=O)(=O)c1ccc(C(=O)NCCCn2ccnc2)cc1	0.4	-2	-4	-3	26	0.13	-26	-11	4
N#Cc1cc(C(=O)c2ccccc2OCC(=O)Nc2ccccc2Cl)cn(C2CCCCC2)c1=O	-0.7	1	13	-4	-34	-0.76	-15	-2	8
CCN1CCc2c(sc(NC(=O)c3ccc(S(=O)(=O)N4CCOCC4)cc3)c2C(=O)OC)C1	-1.3	-4	0	3	-21	-0.089	7	-1	x
Cc1nn(Cc2ccc(C(=O)N3CCOCC3)o2)c(C)c1Br	-1.1	9	9	-9	12	x	-7	-2	3
Nc1nc(SCC(=O)Nc2ccc(Cl)cn2)n[nH]1	0.6	13	5	7	7	13*	-21	x	-2
COc1cc(NS(=O)(=O)c2ccc(Nc3nc(-c4cccc([N+](=O)[O-])c4)cs3)cc2)nc(OC)n1	0.6	9	11	-6	-22	-0.22	-30	0	x
COc1ccc(Nc2nc(-c3cccc([N+](=O)[O-])c3)nc3ccccc23)cc1	-0.1	4	18	-1	30	0.75	-9	26	-3
CC(=O)c1ccc(OC(=O)C2CC(=O)N(c3cccc(C)c3)C2)cc1 (stereo unspecified)	1.5	3	11	-20	-2	x	-24[20 µM]	17	-6
Cc1cc(C(=O)OCC(=O)Nc2nc(-c3ccccc3)cs2)c(C)o1	0.1	3	19	-1	-14	0.43	-15	4	-12
COc1ccc(-n2ncc3c(NCc4ccc5c(c4)OCO5)ncnc32)cc1	0.6	-1	15	1	-29	0.58	-22	4	-8

Reformatted as labelled records: part of the list above
> Nc1nc(SCC(=O)Nc2ccc(Cl)cn2)n[nH]1
  PERK inh = 0.6; FXIa inh 1536 = 13; FXIIa inh = 5; hK5 inh = 7; m-calpain inh = 7; Cl transport mod = 13*; Furin inhibitor = -21; thrombin 1536 = x; Rad51 HR inh = -2

> COc1cc(NS(=O)(=O)c2ccc(Nc3nc(-c4cccc([N+](=O)[O-])c4)cs3)cc2)nc(OC)n1
  PERK inh = 0.6; FXIa inh 1536 = 9; FXIIa inh = 11; hK5 inh = -6; m-calpain inh = -22; Cl transport mod = -0.22; Furin inhibitor = -30; thrombin 1536 = 0; Rad51 HR inh = x

> COc1ccc(Nc2nc(-c3cccc([N+](=O)[O-])c3)nc3ccccc23)cc1
  PERK inh = -0.1; FXIa inh 1536 = 4; FXIIa inh = 18; hK5 inh = -1; m-calpain inh = 30; Cl transport mod = 0.75; Furin inhibitor = -9; thrombin 1536 = 26; Rad51 HR inh = -3

> CC(=O)c1ccc(OC(=O)C2CC(=O)N(c3cccc(C)c3)C2)cc1 (stereo unspecified)
  PERK inh = 1.5; FXIa inh 1536 = 3; FXIIa inh = 11; hK5 inh = -20; m-calpain inh = -2; Cl transport mod = x; Furin inhibitor = -24[20 µM]; thrombin 1536 = 17; Rad51 HR inh = -6

Next records.
SMILES	PERK inh	FXIa inh 1536	FXIIa inh	hK5 inh	m-calpain inh	Cl transport mod	Furin inhibitor	thrombin 1536	Rad51 HR inh
O=S(=O)(c1cccc2ccccc12)N1CCSC1	x	0	5	0	-2	x	x	-8	-5
CCOCC(=O)Nc1nc2ccc(S(C)(=O)=O)cc2s1	-1.1	7	4	-10	12	0.95	-34[20 µM]	1	4
O=C(COc1ccc(/C=C\[N+](=O)[O-])cc1)N1CCOCC1	-0.1	-3	1	1	-34	-0.64	-12	-2	-1
Cc1ccccc1NC(=O)N1CCC(C(=O)c2ccc(F)cc2)CC1	0.8	-2	3	0	-22	-1.9	-15	6	-3
Cc1[nH]c2ccccc2c1C(=O)/C=C/c1ccccc1Cl	0.9	-8	4	-6	5	-0.025	-24	-9	-3
COc1ccc(S(=O)(=O)NC(C)C)cc1-n1cnnn1	0.5	-6	-2	-4	35	0.033	-15	-12	0
CN1CCN(S(=O)(=O)CC2(C)C3CCC2(C)C(=O)C3Br)CC1 (stereo unspecified)	0.9	2	8	2	-19	0.41	-23	0	5
COC(=O)c1c(C)oc(C)c1S(=O)(=O)N(Cc1ccccc1)C(C)C	0.3	17	32	26	16	-0.78	-4	24	-15
CCN(CC(=O)NCc1ccccn1)S(=O)(=O)c1ccc(Cl)cc1	-0.1	-9	5	-3	14	x	-11	-2	3
CC(C)NC(NC(=O)/C=C/c1ccccc1)C(Cl)(Cl)Cl (stereo unspecified)	1.2	2	9	3	0	-0.11	-27	15	12
COC(=O)C1CSC(C)(C)C(=O)N1 (stereo unspecified)	0.8	11	9	16	-5	x	-19	2	-9
COc1ccc(-c2cc(=O)oc3c(C)c(OC(=O)c4cccs4)ccc23)cc1	1.8	2	6	-21	49	0.38	-30	-2	-12
O=C(Oc1coc(CSc2ncccn2)cc1=O)c1ccc(Br)o1	0.5	1	23	-7	9	-0.54	-21	-6	-1
CCn1cc(/C=C/C(=O)Nc2c(C)nn(Cc3ccccc3C)c2C)cn1	0.0	3	10	-12	-3	x	-33	-3	-2
O=S(=O)(Nc1ncccn1)c1ccc(NC(=S)Nc2ccc(Cl)cc2)cc1	0.5	9	9	-4	12	1.1	-5	-4	-34
CCCOc1ccc(C(=O)Nc2ccc(C)cc2[N+](=O)[O-])cc1	1.7	4	19	5	-4	0.28	-20[20 µM]	7	-3
COC(=O)c1ccc(CSc2nc3c(cnn3-c3ccccc3)c(=O)[nH]2)o1	1.1	-3	-5	6	-2	-0.026	-13[20 µM]	2	0
O=C(COC(=O)/C=C/c1ccccc1)NCc1ccc(Cl)cc1	1.1	4	4	-16	-17	-0.69	-21	-7	-2
O=C(O)CCC(=O)Nc1sc2c(c1C(=O)Nc1ccccc1)CCCCC2	0.7	-1	8	1	-119	0.94	-31	1	1
COc1ccc(CCn2c(SCC(=O)Nc3cc(C)on3)nc3ccccc3c2=O)cc1OC	1.1	0	2	-14	-52	x	-13	3	x
Cc1ccc(-c2[nH]c3ccccc3c2SCCNC(=O)c2cc3ccccc3oc2=O)cc1	0.8	5	9	-9	-50	-1.3	-8	2	1
CCOC(=O)N/N=C(\C)c1ccccc1OC(F)F	0.3	23	29	-5	-2	0.24	-11	2	x
COc1ccccc1-c1noc(CCCC(=O)Nc2ccc(C(N)=O)cc2)n1	1.3	-1	2	1	17	0.87	-17	-3	21
CNC(=O)NCC12CC3CC(CC(C3)C1)C2	1.2	6	16	-30	-18	1.5	-21	-2	-1
C=CCOc1ccn(C)c(=O)n1	0.5	1	4	2	-5	-0.13	-1	-3	12
SMILES	PERK inh	FXIa inh 1536	FXIIa inh	hK5 inh	m-calpain inh	Cl transport mod	Furin inhibitor	thrombin 1536	Rad51 HR inh
Cc1ccccc1N1C(=O)CN(Cc2sccc2C)C1=S	0.2	6	1	-18	-11	1.7	-15	-8	6
C=C(C)c1cccc(C(C)(C)NC(=O)NC(c2ccccc2)c2ccc(OC)cc2)c1 (stereo unspecified)	-0.5	0	6	-8	8	-0.27	-18	2	x
O=c1oc2c(Cl)cc(Cl)cc2cc1-c1nnc(Nc2ccccc2F)s1	1.2	16	28	-7	25	0.99	-22[20 µM]	13	x
O=C(CSc1nc2c(c(=O)n1-c1ccc(F)cc1)SCC2)NCC1CCCO1 (stereo unspecified)	-0.5	6	17	-12	-24	-0.79	-6[20 µM]	-5	2
CCOC(=O)c1oc2ccccc2c1NC(=O)CCl	0.3	-3	5	4	-1	0.02	-23	-2	8
CC(C)C(c1nnnn1Cc1cccs1)N1CCN(C(=O)c2ccco2)CC1 (stereo unspecified)	-0.3	0	9	1	-8	0.58	-17	-6	3
CCOc1ccccc1OCCCCN1CCCC1	0.5	1	-5	-21	-5	0.092	-12[20 µM]	3	-1
O=C1CC(NNc2nc3ccccc3s2)C(=O)N1c1ccc(F)cc1 (stereo unspecified)	0.5	4	8	4	16	-0.061	5	3	-3
COc1cc2c(cc1OC)C(C)N(C(=O)c1cccc([N+](=O)[O-])c1)CC2 (stereo unspecified)	-0.9	-1	9	-2	27	-0.73	-5	-8	-4
CC(=O)c1sc2nc(CSc3nnnn3-c3ccccc3)[nH]c(=O)c2c1C	0.1	7	10	0	-84	0.01	-1	x	-103
Cc1nc2ccc(S(=O)(=O)NCC(=O)N3CCN(c4ccccn4)CC3)cc2s1	-1.5	-1	-8	-2	-22	x	-15	-6	-7
C/C(=N\Nc1nccnc1Cl)c1ccc(F)cc1	0.7	1	9	3	-20	0.36	-18	-5	1
CCC(CC)C(=O)NCCc1cc2cc(C)c(C)cc2[nH]c1=O	0.3	-4	8	-10	-5	-1.6	-17	-6	-6
CCOc1ncccc1C(=O)OCC(=O)N1CC(=O)Nc2ccccc21	-1.4	-2	8	10	-10	x	-11	-7	-4
CCCCN1C(=O)C(O)(CC(=O)c2ccco2)c2cc(Br)ccc21 (stereo unspecified)	0.1	-9	-4	-12	21	0.78	-23	-2	9
O=C(CCCSc1nc2ccccc2[nH]1)NCc1ccco1	0.3	19	31	1	5	x	-26	2	2
COC(=O)C1CCN(C(=O)C(C)Oc2ccc(Cl)cc2Cl)CC1 (stereo unspecified)	-0.1	9	10	7	-7	-0.54	-16[20 µM]	-6	-4
Cc1cc(C)nc(Nc2n[nH]c(-c3ccccc3Br)n2)n1	0.3	5	17	0	-43	-1.5	-7[20 µM]	6	0
NNC(=O)COc1ccccc1F	0.0	-3	10	-3	7	0.044	-36	-2	10

Source: PubChem (several laboratories)
